# Tb PGK inh: qHTS Assay to Find Inhibitors of Phosphoglycerate Kinase; Phosphoglycerate kinase, glycosomal (Trypanosoma brucei brucei), P07378; PGK/GAPDH coupled, Kinase-Glo luminescence, 60 min; Potency, µM (titrated, usually from 57.5 µM), for the others: at the highest dose activity change, negative = inhibition, usual class: inhibitors; 380,000 compounds, 0.043% hits; AID 602233, 2012; also: potency is read from the fitted curve at half-maximal effect; % is scaled to controls: 0 for no effect and ±100 for the full control effect; nearly all actives have a fitted effect of over 60% in size
#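 Luminescent ATP detection (Kinase-Glo Plus) follows a 60-minute room-temperature incubation, with wells lacking PGK as controls. Buffer: 100 mM TEA (pH 7.6), 5 mM MgCl2, 0.01% Tween-20. Coupling enzyme GAPDH (100 nM final) supplies unstable 1,3-BPG in-well.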
# TrxR1 substrate: qHTS Assay for Substrates of Mammalian Selenoprotein Thioredoxin Reductase 1 (TrxR1): qHTS. Potency, µM (series often up to 114 µM), inactives show top-dose activity change, negative = substrate turnover. 390,000 compounds, 0.01% hits. purified TrxR1 substrate turnover, NADPH consumption readout. Thioredoxin reductase 1, cytoplasmic (Rattus norvegicus), O89049. AID 588456, 2011; also: potency is read from the fitted curve at half-maximal effect; % is scaled to controls: 0 for no effect and ±100 for the full control effect; nearly all actives have a fitted effect of over 50% in size
# Target sequence (O89049 whole entry, looked up): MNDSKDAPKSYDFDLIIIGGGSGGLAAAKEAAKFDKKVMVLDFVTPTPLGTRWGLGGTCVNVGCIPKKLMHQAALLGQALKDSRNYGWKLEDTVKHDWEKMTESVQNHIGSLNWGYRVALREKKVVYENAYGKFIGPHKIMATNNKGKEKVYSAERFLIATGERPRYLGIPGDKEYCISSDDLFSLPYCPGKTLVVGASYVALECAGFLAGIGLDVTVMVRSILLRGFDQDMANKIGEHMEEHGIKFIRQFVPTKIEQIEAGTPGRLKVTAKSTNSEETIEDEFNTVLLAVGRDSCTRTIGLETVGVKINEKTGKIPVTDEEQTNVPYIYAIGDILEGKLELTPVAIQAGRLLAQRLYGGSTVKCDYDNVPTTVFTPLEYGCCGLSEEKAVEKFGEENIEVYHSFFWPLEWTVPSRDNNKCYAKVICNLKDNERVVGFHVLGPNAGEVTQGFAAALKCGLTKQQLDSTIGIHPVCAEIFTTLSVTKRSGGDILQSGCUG
#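 Rat TrxR1, dispensed at 90 nM, was prereduced with 400 uM NADPH (final) for 5 min at ~22 deg C, then incubated with compound 15 min before 400 uM selenite. A first-read NADPH fluorescence drop versus no-compound background flagged substrates.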
# USP1-UAF1 inh: Inhibitors of USP1/UAF1: Primary Screen | recombinant USP1/UAF1, Ub-Rhodamine cleavage fluorescence | Potency, µM (highest dose often 57.1 µM), inactives show at the highest dose activity change, negative = inhibition, usual class: inhibitors | 390,000 compounds, 0.23% hits; also: potency is read from the fitted curve at half-maximal effect; % is scaled to controls: 0 for no effect and ±100 for the full control effect; nearly all actives have a fitted effect of over 60% in size; inactives centre near -12
#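 USP1/UAF1 complex at 1 nM was preincubated with compound for 15 min at room temperature, then Ub-Rho substrate (150nM final) was added. Fluorescence (480/540 nm) was read kinetically, 6 reads every 60 seconds.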
# Pin1 inh: qHTS Assay to Find Inhibitors of Pin1; Potency, µM (titrated, usually from 115 µM), for inactives: at the highest dose activity, negative = inhibition, usual class: inhibitors; AID 504891, 2011; Pin1 FP peptide displacement, HiFluor488, 10 min; Peptidyl-prolyl cis-trans isomerase NIMA-interacting 1 (Homo sapiens), Q13526; 390,000 compounds, 0.009% hits; active = well fitted inhibition curve with a large enough effect in the polarisation, with a control signal flat, not every such curve was filed as active; inconclusive = small, poorly fitted or top-dose-only effect, or effect the other way, or a change in a side signal; inactive = no such curve, though single readings can be large or run the other way; the % refers to the polarisation; also: potency is read from the fitted curve at half-maximal effect; % is scaled to controls: 0 for no effect and ±100 for the full control effect
# Target sequence (Q13526 whole entry, looked up): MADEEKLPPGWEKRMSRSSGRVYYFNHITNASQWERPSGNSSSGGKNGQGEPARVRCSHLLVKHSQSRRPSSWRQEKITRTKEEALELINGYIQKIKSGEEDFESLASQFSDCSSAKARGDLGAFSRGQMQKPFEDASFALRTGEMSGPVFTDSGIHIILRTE
# mIDH1 inhibitor: qHTS for Inhibitors of mutant isocitrate dehydrogenase 1 (IDH1): qHTS. IDH1-R132H enzyme, NADPH consumption, diaphorase/resazurin fluorescence. 390,000 compounds, 0.093% hits. AID 602179, 2012. Isocitrate dehydrogenase [NADP] cytoplasmic (Homo sapiens), O75874. Potency, µM (highest dose often 76.6 µM), inactives show top-dose activity change, negative = inhibition, usual class: inhibitors; also: potency is read from the fitted curve at half-maximal effect; % is scaled to controls: 0 for no effect and ±100 for the full control effect; nearly all actives have a fitted effect of over 65% in size
# Target sequence (O75874 whole entry R132H, stated change not applied): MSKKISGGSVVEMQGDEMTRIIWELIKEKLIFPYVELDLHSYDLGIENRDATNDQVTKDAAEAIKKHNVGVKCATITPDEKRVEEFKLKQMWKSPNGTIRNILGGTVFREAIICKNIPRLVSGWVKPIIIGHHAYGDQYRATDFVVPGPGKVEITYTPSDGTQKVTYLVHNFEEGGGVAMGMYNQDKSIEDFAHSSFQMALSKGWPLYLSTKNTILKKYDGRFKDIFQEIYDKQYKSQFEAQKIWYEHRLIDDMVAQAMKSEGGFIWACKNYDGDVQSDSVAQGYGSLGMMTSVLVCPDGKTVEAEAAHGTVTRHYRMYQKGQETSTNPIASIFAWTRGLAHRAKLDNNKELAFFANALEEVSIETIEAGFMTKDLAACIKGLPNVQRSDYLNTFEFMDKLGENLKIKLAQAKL
#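 IDH1-R132H (0.5 ug/mL dispensed) in pH 7.5 Tris buffer was preincubated 30 min with compound, then given a substrate mix of 0.016 mM NADPH and 2 mM alpha-KG for 80 min at room temperature; remaining NADPH was read by diaphorase/resazurin fluorescence.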
# rTrxR1 inhibitor: qHTS Assay for Inhibitors of Mammalian Selenoprotein Thioredoxin Reductase 1 (TrxR1): qHTS | Thioredoxin reductase 1, cytoplasmic (Rattus norvegicus), O89049 | recombinant rTrxR1, NADPH fluorescence consumption, selenite substrate | Potency, µM (titrated, usually from 114 µM), without a hit: at the top dose activity change, negative = inhibition, most hits filed as inhibitors | 390,000 compounds, 1% hits | AID 588453, 2011; also: potency is read from the fitted curve at half-maximal effect; % is scaled to controls: 0 for no effect and ±100 for the full control effect; nearly all actives have a fitted effect of over 65% in size
#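 Rat TrxR1 (90 nM in the dispensed reagent) was pre-reduced with 400 uM NADPH for 5 min at room temperature, then incubated with compound for 15 min. After 400 uM selenite was added, NADPH fluorescence (Ex 340/Em 450 nm) was followed for 8 min.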
# PI4K2A inh: qHTS for small molecular inhibitors of PI4K2A. activity change, negative = inhibition, % at 76.9 µM. Phosphatidylinositol 4-kinase type 2-alpha (Homo sapiens), Q9BTU6. purified PI4K2A, ADP-Glo luminescence, 1 h; active compounds read low. AID 1346378, 2018. 420,000 compounds, 0.13% hits; in the data active = activity change below about -50%; inconclusive = mostly about -30% to -49%;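 also: -100% = wells without enzyme as full effect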
#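 Compounds are screened against recombinant PI4K2A using PI as substrate and ATP, the latter dispensed at 300 microM. Reactions run one hour at ambient temperature before ADP-Glo detection; full inhibition defined by wells lacking enzyme.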
# GLS inh: qHTS for Inhibitors of Glutaminase (GLS); Glutaminase kidney isoform, mitochondrial (Homo sapiens), O94925; GLS enzymatic activity, qHTS titration; Potency, µM (top dose mostly 45.5 µM), for the others: at the highest dose activity change, negative = inhibition, usual class: inhibitors; 410,000 compounds, 0.21% hits; AID 624170, 2012; also: potency is read from the fitted curve at half-maximal effect; % is scaled to controls: 0 for no effect and ±100 for the full control effect
#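 hKGA in 45 mM KH2PO4 pH 8.2, 0.02% Tween-20 with pin-transferred compounds; 1 mM L-glutamine (stock) plus glutamate oxidase/HRP/Amplex Red coupling added. Fluorescence read initially and after 30 min at RT.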
# HP1b chromo inh: HTS for Inhibitors of HP1-beta Chromodomain Interactions with Methylated Histone Tails; AlphaScreen HP1-beta / biotin-H3K9me3 peptide binding; Potency, µM (titrated, usually from 114 µM), inactives show at the highest dose activity change, negative = inhibition, usual class: inhibitors; Chromobox protein homolog 1 (Homo sapiens), P83916; AID 540317, 2011; 390,000 compounds, 0.56% hits; also: potency is read from the fitted curve at half-maximal effect; nearly all actives have a fitted effect of over 70% in size; inactives centre near 23
#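 Compound inhibition of the preformed complex between 50 nM HP1-beta and 50 nM biotinylated H3K9me3 peptide was read by AlphaScreen. Buffer was PBS pH 7.4 with 0.01% Tween-20. Incubations ran 30 min at room temperature, with 10 ug/mL donor/acceptor beads.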
# Starred values were filed as active, the others as inactive; i = inactive; ? = inconclusive; . = not tested or not shown; & = joins results of further samples; [ ] = remark or other dose. Unless noted, calls follow the shape of the dose curve; as a rule, active = well fitted curve in the direction sought with a large enough effect; inconclusive = small, poorly fitted or top-dose-only effect, or another doubt; inactive = no such curve, though single readings can be large; an effect the other way counts as inactive or inconclusive. Some of the compounds tested. The share of hits here may be higher or lower than overall.
SMILES,Tb PGK inh,TrxR1 substrate,USP1-UAF1 inh,Pin1 inh,mIDH1 inhibitor,rTrxR1 inhibitor,PI4K2A inh,GLS inh,HP1b chromo inh
CC(=Nc1ccccc1C(F)(F)F)c1ccncc1,-1%,3%,-15%,-8%,-2%,20%,2,3%,12%
CCc1ccc2[nH]c(=O)c(CN(CCN(C)C)C(=O)Nc3ccccc3)cc2c1,-1%,1%,-11%,6%,0%,-4%,-7,-3%,11%
COc1ccc(N(CC(=O)NCC(C)C)S(=O)(=O)c2ccccc2)cc1,0%,9%[57.1 µM],-15%,-4%,4%,17%[57.1 µM],0,-14%,-15%
CCOC(=O)c1cc(-c2ccccc2)n(CCCC(=O)Nc2cccc(C)c2)c1C,-4%,-9%[57.1 µM],-18%,16%,-4%,6%[57.1 µM],-4,-12%,23%
CS(=O)(=O)c1ccc(CNC(=O)[C@]2(C(F)(F)F)C[C@H](CCc3ccccc3)CCCO2)cc1,-1%,-4%&-16%,-17%,?,-10%,9%&3%,-1,-3%,23%&27%
COc1ccc(C2(CNC(=O)c3cc(OC)c(OC)c(OC)c3)CCCC2)cc1OC,-4%,1%,-18%,-3%,18%,13%,0,-12%,16%
CN(C)S(=O)(=O)c1ccc2nc(NC(=O)c3cccs3)sc2c1,-8%,2%,-12%,8%,6%,1%,-2,-1%,18%
O=C(NCc1cccs1)c1ccc(N2CCCC2=O)cc1,-2%,-7%,3%,3%,-3%,-15%,0,-11%,23%
Cc1ccc(CS(=O)(=O)CCC(=O)O)cc1,-1%,-8%,4%,-1%,5%,10%,-3,1%,33%
COc1ccc(C(C(=O)NCCC(C)C)N(CCCO)C(=O)c2snc(C(N)=O)c2N)cc1OC (centres undefined),2%,8%,-20%,-6%,-3%,13%,4,-1%,45%[activator]
N/C(=N\NC(=O)Nc1ccccc1)c1ccccn1,6%,6%[57.1 µM],?,7%,-4%,19%[57.1 µM],-10,-10%,21%
Cc1ccc(C(=O)N(C)c2ccc(OCC(=O)N3c4ccc(C)cc4C4CN(C)CCC43)cc2)cc1 (centres undefined),3%,-1%[57.1 µM],-11%,0%,0%,5%[57.1 µM],-1,0%,21%
Cc1ccc(C)c(N(CC(=O)NCC2CCCO2)C(=O)CCC(=O)Nc2nccs2)c1 (centres undefined),-10%,-7%,-3%,-1%,3%,20%[57.1 µM],-4,-5%,38%
CN(C)C(=O)CSc1n[nH]c(=O)n1CCc1ccccc1,2%,0%,-3%,0%,6%,3%,-17,4%,27%
N/C(=N\OC(=O)CCn1cccc(C(F)(F)F)c1=O)c1ccc(Cl)cc1,-6%,-1%,?,9%,5%,-4%,-1,0%,23%
CC(C)CN(C(=O)c1cc(Cl)nc2ccccc12)C1CCS(=O)(=O)C1 (centres undefined),-1%,-15%,-1%,0%,-6%,-5%,4,5%,30%
Cn1cnc2c1c(=O)n(Cc1ccccc1)c(=O)n2C,i,6%[57.1 µM],-10%,2%,-17%,5%[57.1 µM],6,?,12%
COc1ccc(C(=O)N2CCN(c3ccc(F)cc3)CC2)cc1S(=O)(=O)NC1CC1,-8%,0%,-21%,0%,-3%,-4%,3,13%,20%
Cc1cc(-c2ccccc2)c2c(=O)n(-c3ccccc3)[nH]c2n1,-5%,3%,?,0%,-2%,5%,5,0%,5%
COc1ccccc1CNc1nc2nc(C)cc(=O)n2[nH]1,i,7%[57.1 µM],-10%,-1%,3%,6%[57.1 µM],1,5%,17%
Brc1ccccc1Cn1cnc2ccccc21,i,0%,-23%,-4%,10%,7%,-1,-3%,48%[activator]
COc1ccc(-c2csc(NC(=O)C3CCN(c4ncnc5sc(C)c(C)c45)CC3)n2)cc1OC,3%,6%[57.1 µM],-12%,23%,-1%,13%[57.1 µM],0,2%,-4%
CC1(C)O[C@@H]2[C@H](O1)[C@@H](CO)O[C@H]2n1ccc(=O)[nH]c1=O,i,9%,-25%,-3%,0%,33%,-5,-7%,58%[activator]
Cc1nnc(SCC(=O)NCc2cccs2)n1-c1ccccc1,8%,13%[57.1 µM],-6%,0%,1%,12%[57.1 µM],-2,12%,29%
O=C(NCCNc1ccc([N+](=O)[O-])cc1C(F)(F)F)c1ccc(F)cc1,0%,-12%,4%,1%,-5%,-6%,1,0%,1%
# (listing goes on)
SMILES,Tb PGK inh,TrxR1 substrate,USP1-UAF1 inh,Pin1 inh,mIDH1 inhibitor,rTrxR1 inhibitor,PI4K2A inh,GLS inh,HP1b chromo inh
Cc1nc(-c2ccc(F)cc2)c(CC(=O)NCC(=O)Nc2ccc(F)c(F)c2)s1,-7%,3%,-8%,9%,-2%,8%,-5,-1%,1%
Cc1cccc(C)c1N1CC(=O)N(c2c(C)cccc2C)CC1=O,3%,2%,-2%,5%,5%,6%,5,6%,35%
Cc1c(-c2ccco2)[n+](=O)c2c(n1[O-])CCC2,i,-4%,-13%,-2%,3%,?,-12,-3%,36%
COc1ccc2oc(C(=O)OCC(=O)NCCN3C(=O)CSC3=O)c(C)c2c1,9%,54%[activator][57.1 µM],-6%,1%,2%,-8%[57.1 µM],6,-9%,29%
CCCCCCNC(=O)c1c(O)c2ccccc2[nH]c1=O,0%,15%[57.1 µM],-11%,5%,1%,13%[57.1 µM],1,-3%,57%[activator]
CN(CC(=O)Nc1cccc(F)c1)C(=O)Cn1c(=O)oc2ccccc21,-9%,4%,-21%,-1%,3%,15%,-5,-7%,33%
O=C1NC(=O)C2(CCCC2C(=O)O)N1 (centres undefined),2%,-2%,1%,-14%,0%,-9%,4,5%,30%
O=C(CCc1nc2ccccc2c(=O)[nH]1)Nc1ccccc1N1CCCC1,-3%,-11%,-8%,-4%,-3%,-12%,6,35%[activator],-2%
CC(=O)c1ccc(OCCCC(=O)Nc2cc(S(=O)(=O)N(C)C)ccc2C)cc1,-4%,6%,-10%,-4%,2%,17%,1,-1%,21%
CCC1C(=O)NCCN1C(=O)CCc1nnc(CCc2ccc(OC)cc2)o1 (centres undefined),-2%,-6%,-11%,0%,-2%,-10%,0,4%,9%
O=C(Cc1ccccc1)Nc1sc2c(c1C(=O)Nc1ccc(Br)cc1)CCC2,-6%,16%,-25%,24%,2%,9%,-1,-10%,16%
O=S(=O)(c1ccccc1Cl)N1CCC(O)(c2ccc3c(c2)OCO3)CC1,.,-6%,-13%,?,0%,6%[57.1 µM],-3,-6%,24%
COc1cccc(N2CCN(C(=O)Cn3ncc4c(=O)oc5ccccc5c43)CC2)c1,i,-1%,-13%,-7%,8%,6%,-6,3%,42%[activator]
Nc1ccccc1N1CCN(C(=O)c2ccccc2)CC1,5%,12%[57.1 µM],-9%,-4%,1%,9%[57.1 µM],5,-5%,21%
CCn1cc(C(=O)O)c(=O)c2cnc(N3CCN(C(=S)Nc4ccccc4Cl)CC3)nc21,-10%,-2%,-6%,-13%,4%,-9%,-9,-1%,6%
Cc1cc(C)cc(OCc2ccc(C(=O)NC3CCOC3=O)o2)c1 (centres undefined),-7%,-10%,-7%,-8%,0%,31%[activator][57.1 µM],-4,11%,25%
O=C1OCCC1Sc1nnc(-c2cccnc2)n1-c1ccccc1F (centres undefined),6%,-1%[57.1 µM],-12%,4%,-11%,-18%[57.1 µM],2,-7%,46%[activator]
Cc1ccc(CN2C(=O)[C@H]3Cc4c([nH]c5ccccc45)C(C)(C)N3C2=O)cc1,2%,-9%,.,-6%,.,8%,-2,1%,40%[activator]

# One compound at a time, from the list above:
# Record of `Cc1nc(-c2ccc(F)cc2)c(CC(=O)NCC(=O)Nc2ccc(F)c(F)c2)s1` → Tb PGK inh = -7%; TrxR1 substrate = 3%; USP1-UAF1 inh = -8%; Pin1 inh = 9%; mIDH1 inhibitor = -2%; rTrxR1 inhibitor = 8%; PI4K2A inh = -5; GLS inh = -1%; HP1b chromo inh = 1%
# Record of `O=S(=O)(c1ccccc1Cl)N1CCC(O)(c2ccc3c(c2)OCO3)CC1` → Tb PGK inh = .; TrxR1 substrate = -6%; USP1-UAF1 inh = -13%; Pin1 inh = ?; mIDH1 inhibitor = 0%; rTrxR1 inhibitor = 6%[57.1 µM]; PI4K2A inh = -3; GLS inh = -6%; HP1b chromo inh = 24%

# Only TrxR1 substrate (2 entries from above):
Molecule | TrxR1 substrate
Cc1cccc(C)c1N1CC(=O)N(c2c(C)cccc2C)CC1=O | 2%
CCC1C(=O)NCCN1C(=O)CCc1nnc(CCc2ccc(OC)cc2)o1 (centres undefined) | -6%

# Bioassay records from PubChem.
